Screening data (PubChem BioAssay)
GSK3B inh = blocks human GSK3beta kinase activity | activity score (negative = inhibition), % at 10 µM | GST-GSK3beta kinase, ADP-Glo luminescence, 60 min; hits give low values | AID 2097 | 0.038% of 300,000 active;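 active = more than half of replicate wells score below -50%, meaning over 50% inhibition versus plate controls; inconclusive = some replicates but at most half score below -50%; inactive = no replicate scores below -50%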;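 also: 0% = median DMSO wells and -100% = median GW8510 positive control wells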
Target sequence (P49841 whole entry, looked up): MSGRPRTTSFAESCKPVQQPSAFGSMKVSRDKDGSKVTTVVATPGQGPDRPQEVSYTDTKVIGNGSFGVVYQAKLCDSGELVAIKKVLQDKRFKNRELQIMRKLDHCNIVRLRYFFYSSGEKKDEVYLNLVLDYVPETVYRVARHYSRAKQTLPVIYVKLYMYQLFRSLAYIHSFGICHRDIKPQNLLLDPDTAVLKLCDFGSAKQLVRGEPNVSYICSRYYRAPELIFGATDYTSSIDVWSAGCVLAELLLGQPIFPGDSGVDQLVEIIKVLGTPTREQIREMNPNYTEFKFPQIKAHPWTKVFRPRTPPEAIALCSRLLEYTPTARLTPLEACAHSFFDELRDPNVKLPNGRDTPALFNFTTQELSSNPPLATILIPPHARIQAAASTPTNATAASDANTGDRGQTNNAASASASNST
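Assay system: GST-tagged human GSK3beta kinase, cell-free; Input: 1.6 ng GSK3beta; Medium: Tris/MgCl2 kinase buffer; Timing: 60 min enzyme reaction, room temperature; Signal: ADP-Glo luminescence quantifying ADP generated by kinase; Evaluation: score relative to plate controls; Benchmarks: DMSO neutral wells and GW8510 at 20 µM as positive.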
KLF5 inhibitor = suppresses KLF5 promoter-driven expression; DLD-1 KLF5 promoter-luciferase reporter, luminescence; inhibition, % at 5 µM; 0.23% of 290,000 active;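 active = inhibition above a per-plate limit of that plate's mean compound inhibition plus 3 SD, cut at about 60% in these data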;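 also: 0% = DMSO wells and 100% = LY294002 at 200 µM; higher means less KLF5 promoter-driven luciferase light; inactives centre near -14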
Dyrk1A ADPGlo = blocks rat Dyrk1A kinase activity; Q63470; ADP-Glo luminescence, NFATc1 peptide; inhibition, % at 12.5 µM; 0.43% of 310,000 active; AID 504441; in the data active = inhibition above about 50%;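 also: plate controls were vehicle with enzyme for no effect and no enzyme for full effect; many of its hits are not listed in these tables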
IEC-6 tox = kills IEC-6 intestinal cells in KLF5 counter-screen; IEC-6 cytotoxicity, luminescence viability; inhibition, % at 5 µM; 0.78% of 290,000 active; in the data active = inhibition above about 22%;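 also: 0% = plate median of test compound wells and 100% = cytotoxic reference compound wells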
Platelet DG rel = modulates dense granule release in human platelets; human platelet-rich plasma, SFLLRN dense granule ATP release, luminescence; inhibition, %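 (compounds screened at 7.5 µM in platelet-rich plasma)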; 0.22% of 300,000 active; AID 1663;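 active = mean replicate score, as percent of positive control, at or above 50; inconclusive = mean below 50 but at least one replicate at or above 50; inactive = mean and every replicate below 50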
aSyn UTR inh = MLPCN primary screen, SNCA 5' untranslated region. alpha-synuclein 5'UTR reporter, inhibitor activity. inhibition, % (tested at 7.5 µM). 0.82% of 300,000 active; in the data active = inhibition above about 60%; inconclusive = no clear call, values can overlap the other calls;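 also: H4 neuroglioblastoma cells stably carrying SNCA 5'UTR luciferase fusion; 0% = DMSO wells and 100% = positive control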
HSF1 inhib = HSF1 inhibition; NIH3T3-HGL HSE-luciferase, MG132-induced, luminescence 8 h; hits give low values; 0.77% of 300,000 active; activity change, negative = inhibition, % at 7.5 µM (by protocol);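 active = more than half of replicate wells show activity change below -50%, luminescence cut by over half; inconclusive = some wells, but at most half, below -50%; inactive = no replicate well below -50%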;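 also: luciferase reports HSF-1 transcriptional activity via heat shock element; 0% = median of DMSO wells and -100% = zero luminescence signal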
GSK3 alpha inh = human GSK-3 alpha kinase inhibition | ADP-Glo luminescence, 60 min | inhibition, % at 10 µM | 0.1% of 320,000 active;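 in the data active = inhibition above about 50%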;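 also: GST-tagged GSK-3 alpha with peptide substrate and 25 µM ATP; 0% = DMSO neutral wells and 100% = GW8510 positive control wells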
Target sequence (P49840 whole entry, looked up): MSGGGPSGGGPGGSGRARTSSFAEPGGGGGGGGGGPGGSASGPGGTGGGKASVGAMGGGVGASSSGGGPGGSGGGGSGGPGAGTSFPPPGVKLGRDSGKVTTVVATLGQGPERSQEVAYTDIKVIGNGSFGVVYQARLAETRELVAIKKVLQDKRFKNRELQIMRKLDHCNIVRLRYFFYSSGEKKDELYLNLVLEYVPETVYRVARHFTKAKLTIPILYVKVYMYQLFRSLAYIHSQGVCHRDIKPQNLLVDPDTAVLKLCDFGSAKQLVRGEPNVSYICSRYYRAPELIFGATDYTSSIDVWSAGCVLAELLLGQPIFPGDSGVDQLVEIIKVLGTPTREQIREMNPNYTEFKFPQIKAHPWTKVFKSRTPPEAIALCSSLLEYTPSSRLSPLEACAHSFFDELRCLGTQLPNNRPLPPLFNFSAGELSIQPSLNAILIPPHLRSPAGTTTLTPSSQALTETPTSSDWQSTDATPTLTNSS
HSP90 refold inh = HSP90 refolding inhibition in rabbit reticulocyte lysate; luciferase refolding luminescence, 3 h; inhibition, % at 5.6 µM; 0.91% of 290,000 active;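 active = inhibition above the screen-wide mean plus 3 SD, computed separately per campaign, cut at about 16% in these data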;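 also: 0% = DMSO wells and 100% = 60 µM geldanamycin wells; inhibitors lower the luminescence because luciferase stays unfolded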
HSF-1 act = increases HSF-1 driven luciferase reporter signal. NIH3T3-HGL HSF-1 luciferase reporter, MG132, 8 h; 100% = twice DMSO control signal. activation, % at 9 µM. 1.7% of 300,000 active;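 active = mean replicate activation of at least 50% with a set share of replicates each reaching 50%; inconclusive = only one of those two conditions met; inactive = mean below 50% and too few replicates reaching it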;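 also: 0% = median of the neutral control wells and 100% = twice that signal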
The depositor's hits bear a star; ? = inconclusive; . = no result given. An excerpt; count on the stated rates, not on these rows.

SMILES	GSK3B inh	KLF5 inhibitor	Dyrk1A ADPGlo	IEC-6 tox	Platelet DG rel	aSyn UTR inh	HSF1 inhib	GSK3 alpha inh	HSP90 refold inh	HSF-1 act
COCCN(Cc1cc2cc3c(cc2nc1Cl)OCO3)C(=O)Nc1ccc(F)cc1	0	-11	.	-2	3	6	7	-6	-1	7
COc1ccccc1N(C1=NCCCS1)S(=O)(=O)c1ccc(C(C)(C)C)cc1	0	-34	-2	5	10	24	0	-2	1	20
CCOC(=O)c1nnn2c3ccccc3c(=O)n(C)c12	3	5	.	-2	4	-5	0	1	-1	4
Cc1ccc(C)c(-c2ccc(=O)n(Cc3c(F)cccc3Cl)n2)c1	0	-65	3	-6	-8	-49	26	-1	-6	27
O=C(NN=C1CCCC1)c1cc(-c2ccccc2)n[nH]1	1	-15	-5	-2	9	-19	-6	0	0	-14
Cc1cc(-n2c(C)cc(C(=O)CSc3nnc4sc5ccccc5n34)c2C)no1	1	15	3	-3	3	-4	-3	1	-4	-13
CCN(CC)C(=O)N1CCN(C(=O)N2CCOCC2)CC1	3	-30	8	2	4	-3	-8	4	1	-9
NC(=O)COC(=O)c1ccc(NS(=O)(=O)c2ccc3c(c2)OCCO3)cc1	2	4	-3	-1	-15	-14	-2	-1	1	4
CCSC1=N/C(=C\c2ccc(-c3ccccc3[N+](=O)[O-])o2)C(=O)S1	5	26	-1	3	16	-17	-2	0	3	12
CNC(=O)C(=O)Nc1cc2c3c(c1)C(C)C(=O)N3CCC2 (stereo unspecified)	2	-23	5	-2	-18	6	-6	0	-3	-2
Cc1ccc(NC(=O)C(C)N2C(=O)c3ccccc3S2(=O)=O)cc1Cl (stereo unspecified)	-2	.	6	.	4	-8	-3	1	.	-2
COc1ccc(C2=NN(c3nc(C(=O)O)cs3)C(O)(C(F)(F)F)C2)c(OC)c1 (stereo unspecified)	1	-4	-3	-3	14	6	-3	-3	1	-2
CN(C)c1ccc(CNCC2CCCO2)cc1 (stereo unspecified)	-3	-18	-4	-5	1	-26	-1	0	0	-7
CSC(=NC#N)N1CCN(c2ccc([N+](=O)[O-])cc2)CC1	0	-2	4	1	1	13	1	0	-3	6
COc1ccc(CN2CC(=O)N(c3ccc(C)cc3C)C2=S)cc1OC	-1	6	4	4	-19	30	-1	-1	5	-9
COc1ccc([N+](=O)[O-])cc1NC(=O)CSc1ccc2ccccc2c1	10	33	5	5	-7	1	10	-2	3	18
CCOC(=O)c1cc2c(C)[nH]c(C)c2cc(C(=O)OCC)c1=O	0	-18	0	0	2	-10	6	-2	-1	0
COc1cc(C(=O)O/N=C2\C=CC(=O)C(C)=C2)cc(OC)c1OC	2	-17	-6	-2	-2	-32	26	0	3	42
CCCCCn1c(SCC2CCCO2)nc2cc(C(=O)N3CCC(C(N)=O)CC3)ccc2c1=O (stereo unspecified)	.	-10	1	-1	.	.	.	6	3	.
Cc1cc(NC(=O)CSc2ccc(-c3ccc4c(c3)OCO4)nn2)no1	1	-15	.	3	0	-42	0	-2	-2	14
Cc1cc(C)cc(N(C(=O)Cn2nnc(-c3ccccc3)n2)C(C(=O)NC2CCCCC2)c2ccccn2)c1 (stereo unspecified)	-1	1	2	1	-1	-36	4	1	-1	8
Cc1cc(=O)n2c(ccc3ccccc32)c1C#N	-4	-6	-9	1	-4	8	-4	0	6	-5
O=C(/C=C/Nc1ccc(Cc2ccc(N/C=C/C(=O)C(F)(F)F)cc2)cc1)C(F)(F)F	-3	-125	0	4	3	-54	2	-1	0	32
CC(C(=O)NC1CC(C)(C)NC(C)(C)C1)c1ccc([N+](=O)[O-])cc1 (stereo unspecified)	0	-30	5	0	1	13	-59*	.	-3	-62
Cc1c(OC(=O)CNC(=O)OC(C)(C)C)ccc2c3c(c(=O)oc12)CCC3	.	1	9	4	.	.	.	21	-1	.
SMILES	GSK3B inh	KLF5 inhibitor	Dyrk1A ADPGlo	IEC-6 tox	Platelet DG rel	aSyn UTR inh	HSF1 inhib	GSK3 alpha inh	HSP90 refold inh	HSF-1 act
COc1ccc(Cl)cc1NC(=S)N(CCCN1CCOCC1)Cc1cn(C)c2ccccc12	1	15	-9	12	1	-39	1	3	0	14
Cc1ccc(C(=O)N2C(=O)c3cccc(N)c3C2=O)o1	-3	-15	4	0	4	0	6	4	0	17
Cc1nnc(NC(=O)CSc2nnc(-c3ccco3)o2)s1	0	-31	-1	-9	-2	-15	-8	2	-5	-8
CCOC(=O)c1nn(-c2ccccc2)c(C(=O)OCC)c1N	-4	-21	-5	0	1	13	1	-1	5	9
Cc1c(Cl)cccc1NC(=O)CCN1CCCCCC1	-1	-10	4	0	2	-13	8	-5	-1	23
COc1cc(/C=N/NC(=O)CC2(C)OCCCO2)ccc1OCc1ccccc1	1	-42	5	-5	0	-65	11	-2	-4	26
CCNc1nc(C)c(CN(C(C)=O)c2ccccc2)nc1C#N	1	-6	.	-3	5	-26	3	-1	4	17
COCCCN(C(=O)Cn1ncc2c(=O)oc3ccc(C)cc3c21)C(C)c1ccncc1 (stereo unspecified)	-3	9	5	2	0	8	-7	0	-1	-20
Cc1cc(C)c(S(=O)(=O)Cc2ccccc2)c(Cl)n1	-3	1	-5	-2	-2	2	0	0	15	-2
CCOc1cc(/C=N/Nc2nnc(C)n2N)ccc1OC(C)=O	6	-31	-1	-5	3	2	?	-2	6	-38
COc1ccc(OC)c(/C=N/NC(=O)c2ccc3nc[nH]c3c2)c1	7	9	8	-2	1	5	-1	-3	-4	5
CC(O)[C@H]1CNC(=O)C(=O)N1CC1CCCCC1 (stereo partly specified)	-3	.	2	.	-1	-3	-7	-2	.	-10
COc1cc([N+](=O)[O-])cc2sc(NC(=O)C3CC3)nc12	0	10	-2	-4	4	-27	12	0	3	3
Cc1cccnc1NC(=O)CNC(=O)C12CC3CC(CC(Cl)(C3)C1)C2	-1	.	3	.	-1	11	0	-1	.	-4
Cc1ccc(S(=O)(=O)NCC(c2cccnc2)N2CCc3ccccc32)cc1 (stereo unspecified)	1	4	-6	8	2	9	0	-2	6	5
Brc1ccccc1/C=N/Nc1ccc2ccccc2n1	1	-36	-2	4	7	-256	9	0	-3	16
COc1ccc(-n2c(=O)[nH]c3cc(C(=O)NCCc4ccccc4)ccc3c2=O)cc1OC	1	18	-2	-1	-1	5	1	-2	3	1
COc1ccc(C)cc1Nc1nc(N)c2ccccc2n1	-2	-2	17	4	7	-102	4	2	5	23
Cn1c(=O)[nH]c(=O)c2[nH]c(CN3CCN(Cc4ccccc4)CC3)nc21	-3	.	3	.	-13	9	-6	-39	.	0
Cn1c2ccccc2c2ncn(Cc3ccco3)c(=O)c21	-2	-31	9	5	1	-10	13	1	3	28
O=C(CSc1ccc2nnc(-c3ccccc3)n2n1)NCC1CCCO1 (stereo unspecified)	-4	-7	-1	1	1	-2	-8	2	-3	-12
CC(C)=CCSc1nnc(CCNC(=O)OC(C)(C)C)o1	2	-12	-1	0	0	4	3	-4	-2	-5
CC(=O)Nc1cccc(NC(=O)c2cc(-c3ccccn3)nc3ccc(Cl)cc23)c1	0	3	1	-5	-5	31	-2	-1	0	1
O=S(=O)(NC1CCSc2ccccc21)c1ccc(Cl)nc1 (stereo unspecified)	2	-26	-6	9	-15	2	-7	1	0	15
O=C(c1ccccc1)N1CCN2C(=O)c3ccccc3C12c1ccc(Cl)cc1 (stereo unspecified)	1	1	4	9	4	-72	0	1	8	8
SMILES	GSK3B inh	KLF5 inhibitor	Dyrk1A ADPGlo	IEC-6 tox	Platelet DG rel	aSyn UTR inh	HSF1 inhib	GSK3 alpha inh	HSP90 refold inh	HSF-1 act
Fc1cccc(Cl)c1COc1ccc(-c2nnco2)cc1	-2	-29	0	5	5	-42	2	-1	-1	10
CCOc1ncccc1C(=O)Nc1ccc(C)cn1	-2	-34	5	1	-1	-15	4	.	-7	-15
CCc1ccc(CN(C)C(=O)CCc2nnc(-c3ccc(-c4ccccc4)cc3)o2)nc1	3	-55	-3	-2	2	31	-2	-3	-3	-18
Cc1c(C(=O)N2CCN(c3ccc(F)cc3)CC2)sc2nc3n(c(=O)c12)CCC3	1	-21	3	-5	6	12	3	0	-5	10
CCOC(=O)c1cnc(SC)nc1N	-3	-9	1	0	11	-5	0	-5	3	5
C[C@H](NC(=O)[C@H](Cc1ccccc1)n1c(=O)[nH]c2ccccc2c1=O)C(=O)N1CCC(C(=O)O)CC1	1	6	-3	1	-1	-3	1	-1	0	-4
CCC(=O)NC(=S)Nc1ccc(NC(=O)COc2ccc(Cl)cc2Cl)cc1	2	-44	-1	-1	-5	-58	31	-2	1	53*
Cn1c(N2CCOCC2)c(C=O)c2ccccc21	-5	-46	8	-4	2	-4	-8	1	-4	26
CCOc1ccc(NC(=O)C2CCN(S(=O)(=O)c3ccc4c(c3)N(C(C)=O)CCO4)CC2)cc1	-4	8	-6	3	-8	-14	1	0	2	10
COCCn1c(SCC(=O)N2CCCCC2)nc2ccccc2c1=O	-2	-8	6	-2	-11	-16	7	-1	-3	35
CCC(=O)Nc1nc(CC(=O)Nc2ccccc2OC)cs1	0	-12	7	-1	11	-14	-3	2	-2	18
O=C(CSc1nccc(=O)[nH]1)N1N=C2/C(=C/c3ccco3)CCCC2C1c1ccco1 (stereo unspecified)	1	7	-8	-4	0	-32	-2	0	2	-14
O=S(=O)(c1ccccc1)c1ccccc1/C=N\O	3	-13	3	1	-14	1	-5	0	-2	-15
CCOC(=O)C1(N(CC)CC)Sc2cc(C)ccc2NC1=O (stereo unspecified)	4	-28	-1	8	2	5	-3	-3	6	3
O=c1[nH]c2ccc(S(=O)(=O)N3CCN(Cc4ccccc4)CC3)cc2[nH]c1=O	3	-10	-2	-4	-7	8	-7	-1	-1	-10
CCOC(=O)N1CCN(S(=O)(=O)c2ccc([N+](=O)[O-])cc2)CC1	3	-4	.	-11	1	-12	-13	-2	3	-4
CCCn1c(SCC(=O)Nc2c(C)cccc2CC)nnc1C(C)C	1	-47	3	1	-4	15	-4	-2	-4	3
CCn1c(CNc2nc(-c3ccccc3)cs2)nnc1SCC(=O)NCc1ccccc1	-8	-9	-2	0	3	-5	20	-2	1	3
CCc1cc(=O)oc2cc(C)cc(OCC(C)=O)c12	-1	-118	.	2	1	6	-4	3	10	4
CSc1ncccc1C(=O)NCC(c1cccs1)N1CCOCC1 (stereo unspecified)	4	.	0	.	-2	-4	0	-2	.	-6
CCCC(=O)C1=C(O)C(c2cccc(Oc3ccccc3)c2)CCC1=O (stereo unspecified)	5	-1	-2	-10	3	2	-4	0	4	-12
CC(C)OC(=O)C(C)Oc1ccc(C(=O)NCCc2ccccc2)cc1 (stereo unspecified)	1	-31	-3	-1	0	-45	5	-4	1	7
CCC(C)c1ccc(NC(=O)CC(C)=O)cc1 (stereo unspecified)	0	-27	-3	-2	1	-40	11	1	2	29
